RECQ1 inh = qHTS Assay for Inhibitors of RecQ-Like Dna Helicase 1 (RECQ1); Potency, µM (top dose mostly 57.3 µM), without a hit: at the top dose activity, negative = inhibition, usual class: inhibitors; ATP-dependent DNA helicase Q1 (Homo sapiens), P46063; AID 2549, 2010; 0.54% of 240,000 active; RECQ1 DNA unwinding, red fluorescence kinetic read;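 further: plate controls were vehicle for no effect and no enzyme for full effect; nearly all actives have a fitted effect of over 30% in size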
Target sequence (P46063 whole entry, looked up): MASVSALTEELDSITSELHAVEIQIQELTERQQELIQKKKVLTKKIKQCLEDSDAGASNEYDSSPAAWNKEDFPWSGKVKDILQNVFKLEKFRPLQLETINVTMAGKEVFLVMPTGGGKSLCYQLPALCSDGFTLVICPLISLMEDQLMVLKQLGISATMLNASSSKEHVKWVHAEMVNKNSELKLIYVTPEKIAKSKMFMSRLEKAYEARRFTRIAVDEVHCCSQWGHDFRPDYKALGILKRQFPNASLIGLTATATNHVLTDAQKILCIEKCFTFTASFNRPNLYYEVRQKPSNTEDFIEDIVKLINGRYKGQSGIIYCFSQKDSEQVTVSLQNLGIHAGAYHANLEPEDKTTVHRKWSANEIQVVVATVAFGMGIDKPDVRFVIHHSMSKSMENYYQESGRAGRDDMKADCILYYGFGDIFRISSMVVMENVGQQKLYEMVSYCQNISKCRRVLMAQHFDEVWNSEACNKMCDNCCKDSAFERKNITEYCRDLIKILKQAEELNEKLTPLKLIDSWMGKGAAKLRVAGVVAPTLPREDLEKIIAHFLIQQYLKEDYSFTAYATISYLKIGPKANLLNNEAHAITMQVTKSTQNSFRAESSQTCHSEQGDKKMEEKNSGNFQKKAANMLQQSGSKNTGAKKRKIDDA
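50 nM RECQ1T1 preincubated 15 min with compound in Tris pH 8.0 buffer with MgCl2, DTT, Tween-20 and 2.5 ug/ml poly(dI-dC); started with 200 nM TAMRA/BHQ-2 forked duplex and 2 mM ATP. Unwinding read as fluorescence (525/598 nm), two reads 2 h apart.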
SMN2 splice enh = qHTS Assay for Enhancers of SMN2 Splice Variant Expression; HEK293 SMN2-luciferase splicing reporter, luminescence, 30-36 h; Potency, µM (series often up to 46.1 µM), without a hit: at the highest dose activity change, positive = activation, hits mostly activators; 2.8% of 210,000 active; further: % of control where 0% means no effect; nearly all actives have a fitted effect of over 55% in size
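qHTS luciferase splicing reporter: luminescence rises when SMN2 exon 7 is included in transfected HEK293 cells. Compound exposure lasted 30-36 h at 37C, with 4.5 mM final sodium butyrate as control, followed by a ONE-Glo read.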
IMPase Li cell = qHTS Assay for Identifying the Cell-Membrane Permeable IMPase Inhibitors: Potentiation with Lithium; Potency, µM (titrated, usually from 59.4 µM), for inactives: at the top dose activity, negative = IMPase inhibition, usual class: inhibitors; CHO-M1 cells, IP1 TR-FRET (IP-One), carbachol + lithium; 0.35% of 210,000 active;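 further: IP1 builds up when IMPase is blocked and the TR-FRET signal falls; plate controls were basal vehicle for no effect and high inhibitor control for full effect; nearly all actives have a fitted effect of over 50% in size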
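Lithium-sensitised IP1 accumulation assay; M1-expressing CHO cells treated 30 min at 37C with compound. Competitive antibody detection by time-resolved FRET followed a 10 min room-temperature lysis step.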
RGS12 GoLoco inh = qHTS Assay for Inhibitors of RGS12 GoLoco Motif Activity (Red Fluorophore); Guanine nucleotide-binding protein G(i) subunit alpha-1 (Homo sapiens), P63096; Gai1:RGS12 GoLoco peptide FP, rhodamine, 10 min; Potency, µM (titrated, usually from 61.6 µM), for the others: top-dose activity, negative = inhibition, actives largely listed as inhibitors; 0.44% of 230,000 active; AID 880, 2007; active means well fitted inhibition curve with a large enough effect, not every such curve was filed as active; inactive means no such curve, though single readings can be large or run the other way; further: on the % scale 0 is the no-effect control and ±100 the full control effect; nearly all actives have a fitted effect of over 30% in size; many of its hits are not listed in these tables
KDM4E inh = qHTS Assay for Inhibitors of Human Jumonji Domain Containing 2E (JMJD2E); Potency, µM (doses to about 57.1 µM), for inactives: at the top dose activity change, negative = inhibition, usual class: inhibitors; Lysine-specific demethylase 4E (Homo sapiens), B2RXH2; JMJD2E catalytic domain, FDH-coupled NADH fluorescence (FDH is formaldehyde dehydrogenase); 1.6% of 230,000 active; active means well fitted inhibition curve with a large enough effect, not every such curve was filed as active; inconclusive means small, poorly fitted or top-dose-only effect, or another doubt; inactive means no such curve, though single readings can be large or run the other way;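 further: 0% = wells with enzyme and -100% = buffer wells without enzyme; nearly all actives have a fitted effect of over 50% in size; many of its hits are not listed in these tables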
Target sequence (B2RXH2 1-337 limits assumed): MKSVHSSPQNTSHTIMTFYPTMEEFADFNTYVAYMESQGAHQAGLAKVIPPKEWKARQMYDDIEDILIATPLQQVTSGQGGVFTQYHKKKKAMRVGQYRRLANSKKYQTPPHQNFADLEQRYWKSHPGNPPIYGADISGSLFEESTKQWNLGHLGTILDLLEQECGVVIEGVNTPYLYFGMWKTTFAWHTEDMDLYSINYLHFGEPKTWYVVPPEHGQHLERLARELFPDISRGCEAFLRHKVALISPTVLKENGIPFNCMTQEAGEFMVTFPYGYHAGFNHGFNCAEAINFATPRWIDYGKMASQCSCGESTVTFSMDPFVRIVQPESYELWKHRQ
Luc counter = Counterscreen for Luciferase (Kinase-Glo TM) Inhibition; Luciferin 4-monooxygenase (Photuris pensylvanica), Q27757; AID 1379, 2008; Potency, µM (doses to about 38.3 µM), inactives show at the highest dose activity change, negative = inhibition, most hits filed as inhibitors; 0.28% of 200,000 active; Kinase-Glo luciferase, ATP luminescence, 8 min; further: on the % scale 0 is the no-effect control and ±100 the full control effect; nearly all actives have a fitted effect of over 60% in size
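Inhibition of Kinase-Glo luciferase light generation was assessed at 10 uM ATP in pH 7.2 imidazole buffer, with luminescence measured after eight minutes at ambient temperature.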
NPSR antagonist = qHTS Assay for Antagonists of the Neuropeptide S Receptor: cAMP Signal Transduction; Q6W5P4; 1% of 220,000 active; AID 1461, 2008; CHO-NPSR cells, cAMP TR-FRET, antagonist mode; Potency, µM (doses to about 38.3 µM), without a hit: at the top dose activity change, negative = inhibition, actives largely listed as inhibitors; further: on the % scale 0 is the no-effect control and ±100 the full control effect; nearly all actives have a fitted effect of over 50% in size; many of its hits are not listed in these tables
Epigenetic reg = Quantitative High-Throughput Screen for Regulators of Epigenetic Control | murine LDR cells, GFP reporter derepression, 30 h | Potency, µM (doses to about 53.9 µM), for inactives: at the top dose GFP activation, actives largely listed as activators | 0.2% of 280,000 active | AID 1865, 2009; further: % of control where 0% means no effect; nearly all actives have a fitted effect of over 60% in size
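Derepression of a silenced CMV-GFP reporter in murine LDR cells is scored by enumerating GFP-positive cells with a laser-scanning microplate cytometer after 30 hours of treatment at 37 C.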
* hit, by the source's call; i = inactive; ? = inconclusive; . = not tested or not shown; & = joins results of further samples; [ ] = another dose, or the depositor's remark. Unless noted, the call rests on the fitted dose curve; in most records, active means well fitted curve in the direction sought with a large enough effect; inconclusive means small, poorly fitted or top-dose-only effect, or another doubt; inactive means no such curve, though single readings can be large; an effect the other way counts as inactive or inconclusive. Potency means the concentration at half of the fitted maximal effect. This is a subset; the hit share may differ from the screen's.

SMILES	RECQ1 inh	SMN2 splice enh	IMPase Li cell	RGS12 GoLoco inh	KDM4E inh	Luc counter	NPSR antagonist	Epigenetic reg
Cn1c(CCN2CCCCC2)nc2cc(NS(=O)(=O)c3ccc(F)cc3)ccc21	-5%	15%	15%[38.3 µM]	-5%	-27%	-3%	0%[46.1 µM]	1.5%
CC(C)=CC(=O)Nc1ccccc1Br	-10%	18%	16%[38.3 µM]	3%	-8%	-1%	-7%[46.1 µM]	-1.1%
COc1ccc2c(c1)c1c(n2C(C)=O)C(OC(C)=O)=NCC1	2%	12%	-8%	-8%	13%	-2%	7%[46.1 µM]	-1.0%
Cc1nnc(SCC(=O)Nc2ncc3c(n2)CCCC3=O)s1	i	-17%	4%[38.3 µM]	5%	1%	-1%	-10%[46.1 µM]	0.8%
C=C(C)Cn1c(SCC(=O)N/N=C/c2cccc(O)c2)nc2ccccc2c1=O	-12%	7%	3%	10%	2%	1%	-29%	-3.2%
COc1ccccc1/C=C/C(=O)NCC(=O)n1nc(C)cc1C	-6%	.	.	-7%	?	.	-6%	0.0%
COc1ccccc1-c1cncnc1NCCN1CCOCC1	-1%	4%	17%	-16%	-4%	-3%	.	-0.8%
CC(=O)c1cccc(NC(=O)c2csc3c2CCCCC3)c1	i	20%	0%	6%	3%	0%	-35%	2.3%
CC(=O)NC1=NN(C(C)=O)C(C)(c2ccccc2)S1 (stereo unspecified)	40µM*	-12%	-3%	-8%	-6%	3%	-4%[46.1 µM]	-6.8%
O=C(O)c1ccc(N2C(=O)CC(Cc3ccccc3)C2=O)cc1 (stereo unspecified)	-3%	.	.	.	2%	.	-9%[46.1 µM]	-5.5%
CCCCOCCCNC(=O)c1cccc(OC)c1	-5%	1%	4%	3%	1%	-2%	5%	-0.9%
Cc1cc(NC(=O)CCN2C(=O)/C(=C\c3ccccc3Cl)SC2=S)no1	-11%	-5%	2%	-4%	9%	-2%	-4%	5.2%
Cc1ncsc1CCSc1nc2ccccc2c(=O)n1C	i	-18%	34%[38.3 µM]	6%	-1%	-3%	-2%[46.1 µM]	0.9%
CC(C)c1ccc(NC(=O)C(c2ccccc2)N2CCN(C=O)CC2)cc1 (stereo unspecified)	i	1%	1%[38.3 µM]	5%	-4%	0%	-5%[46.1 µM]	-1.0%
CC(C)=CCCC1(C)C=Cc2c(ccc3c2[nH]c2cc(O)c(C)cc23)O1 (stereo unspecified)	-26%	.	22%	6%	-16%	.	?	9.2%
CCC1CCCCN1CCCNC(=O)C1CCC(Cn2c(=O)[nH]c3ccccc3c2=O)CC1 (stereo unspecified)	-12%	1%	1%[38.3 µM]	11%	-11%	-4%	1%[46.1 µM]	-1.4%
Cc1ccc(NC(=O)CSc2ncc(-c3ccccc3)n2C(=O)c2ccccc2)cc1	-3%	8%	4%[38.3 µM]	71%[activator]	5%	-8%	1%[46.1 µM]	-1.3%
CNc1c([N+](=O)[O-])cnn1-c1ccc(F)cc1	i	-7%	0%	2%	4%	-1%	8%	-0.2%
O=c1[nH]c(-c2ccccc2O)nc2ccccc12	-3%	9%	-4%	4%	?	1%	.	-1.1%
COC(=O)c1c(NC(=O)CCNCc2ccco2)sc2c1CCC2	-4%	.	.	-6%	?	.	9%	-1.3%
CC(CNc1ccccc1O)C(=O)O (stereo unspecified)	-13%	21%	10%	-4%	?	4%	2%	1.3%
O=C(CC1C(=O)NCCN1Cc1ccc(-c2ccccc2)cc1)NCCOc1cccnc1 (stereo unspecified)	?	.	7%	-10%	?	-3%	-14%	0.0%
O=C(Cn1nc(-c2ccc3c(c2)OCCO3)ccc1=O)Nc1ccc(N2CCOCC2)cc1	-2%	-14%	2%[38.3 µM]	-7%	-1%	1%	-10%[46.1 µM]	-0.4%
COc1ccc(S(=O)(=O)N2CCN(c3nc4ccccc4nc3-n3nc(C)cc3C)CC2)cc1	i	10%	30%[38.3 µM]	-2%	-15%	0%	?	1.2%
CCCCC(C(=O)O)C(C)CC(=O)Nc1nncs1 (stereo unspecified)	-6%	.	.	2%	2%	.	-23%	-1.6%

Whole records, looked up by structure. Screens in order: RECQ1 inh	SMN2 splice enh	IMPase Li cell	RGS12 GoLoco inh	KDM4E inh	Luc counter	NPSR antagonist	Epigenetic reg
Profile of O=C(Cn1nc(-c2ccc3c(c2)OCCO3)ccc1=O)Nc1ccc(N2CCOCC2)cc1 = -2%	-14%	2%[38.3 µM]	-7%	-1%	1%	-10%[46.1 µM]	-0.4%
Profile of COc1ccc(S(=O)(=O)N2CCN(c3nc4ccccc4nc3-n3nc(C)cc3C)CC2)cc1 = i	10%	30%[38.3 µM]	-2%	-15%	0%	?	1.2%
Profile of CC(CNc1ccccc1O)C(=O)O (stereo unspecified) = -13%	21%	10%	-4%	?	4%	2%	1.3%

Continuation.
SMILES	RECQ1 inh	SMN2 splice enh	IMPase Li cell	RGS12 GoLoco inh	KDM4E inh	Luc counter	NPSR antagonist	Epigenetic reg
Cc1nnc(SCC(=O)NNC(=O)c2ccc(Br)cc2)n1C	-4%	.	1%	1%	-15%	-1%	-8%	-0.1%
N=C(N)SCc1nc2ccccc2c(=O)n1-c1ccccc1	3%&-7%	?	3%&-3%	55%&21%[activator]	?	-7%&-4%	34%&12%	0.0%&-2.0%
CCC(=O)N1CCc2cc(S(=O)(=O)CCC(=O)Nc3cccc(C)n3)ccc21	8%	-7%	-8%	-1%	-7%	0%	16%	-1.2%
C=CCN1C(=O)[C@]2(c3ccccc31)C1CCCC=C1C(C#N)=C(N)C2(C#N)C#N (stereo partly specified)	-7%	-12%	2%[38.3 µM]	2%	-3%	0%	-13%[46.1 µM]	0.4%
O=C(c1cccc(F)c1)N1CCC[C@@]2(CCN(C(c3ccccc3)c3ccccc3)C2)C1	-7%	-72%[inhibitor]	22%	46%[activator]	.	-5%	.	.
CCOc1ccc(/C=N/NC(=O)c2ccc(Cn3cc([N+](=O)[O-])cn3)o2)cc1	-1%	27%	-10%[38.3 µM]	10%	-4%	-15%	-24%[46.1 µM]	-1.8%
Cc1nc2c(-c3ccccc3)c(C)nn2c(C)c1CCC(=O)O	-7%	8%	27%[38.3 µM]	12%	-3%	1%	-13%[46.1 µM]	0.0%
O=c1cc(CSc2nnc(-c3cccs3)n2Cc2ccccc2)nc2sc3ccccc3n12	-19%	-48%[inhibitor]	6%[38.3 µM]	17%	-13%	-7%	-18%[46.1 µM]	-0.7%
CCN(CC)S(=O)(=O)c1ccc(C)c(NC(=S)NNC(=O)C2CC2)c1	1%	-6%	6%	-13%	3%	-3%	22%	-3.0%
CCCCC(CC)CNC(=O)/C=C/c1ccc(F)cc1 (stereo unspecified)	-17%	-4%	10%	4%	8%	-2%	-24%	-0.9%
Cc1ccccc1-n1c(=O)cc(N2CCC3(CC2)OCCO3)[nH]c1=O	i	-11%	1%	-3%	1%	2%	5%	-1.0%
COC(=O)[C@H](C)NC(=O)Nc1cccc(C)c1	-6%	14%	-3%[38.3 µM]	6%	5%	3%	-9%[46.1 µM]	-1.1%
CCOC(=O)c1ccccc1NC(=O)Cn1c(-c2nonc2N)nc2ccccc21	i	-31%[inhibitor]	14%[38.3 µM]	9%	6%	-1%	?	8.9%
Cc1ccc(C(=O)NCCNc2ccc([N+](=O)[O-])cc2C(F)(F)F)cc1	1%	.	-13%	-15%	-2%	-3%	-11%	0.0%
CCCCc1cc2c(cn1)=C(OC(=O)c1ccc(Cl)nc1)C(C)(OC(=O)CC)C(=O)C=2 (stereo unspecified)	8%[11.5 µM]	-7%[9.22 µM]	10%	20%[14.2 µM]	-4%[11.4 µM]	-4%[7.66 µM]	.	.
O=C(CN1C(=O)c2ccccc2S1(=O)=O)Nc1ccc(S(=O)(=O)N2CCCCCC2)cc1	-6%	?	19%[38.3 µM]	6%	0%	-1%	-11%[46.1 µM]	0.1%
O=C(Oc1ccc2c(-c3ccccc3)cc(=O)oc2c1)C1CCCCC1	-2%	-11%	13%[38.3 µM]	16%	?	-1%	-4%[46.1 µM]	1.4%
CCN(CC)S(=O)(=O)c1ccc(NC(=O)CN(c2ccc(OC)cc2OC)S(C)(=O)=O)cc1	-2%	-25%	4%[38.3 µM]	2%	2%	-2%	-4%[46.1 µM]	-0.8%
Cc1ccccc1NS(=O)(=O)c1cccc(-c2nnc(-c3ccccc3)o2)c1	i	-10%	9%[38.3 µM]	8%	-15%	-1%	?	-7.0%
Cc1cccc(N(Cc2cc3cc(C)ccc3[nH]c2=O)C(=O)c2cccs2)c1	-13%	.	.	5%	?	.	?	?
CCc1c(C(=O)c2ccc(Cl)cc2)oc2c(C)c3oc(=O)cc(C)c3cc12	-6%	-7%	17%[38.3 µM]	0%	2%	1%	-14%[46.1 µM]	-0.1%
CC1CNc2c(cccc2S(=O)(=O)N[C@@H](CCCN=C(N)N)C(=O)N2CC[C@@H](C)C[C@@H]2C(=O)O)C1 (stereo partly specified)	-3%	.	.	-2%	-1%	.	39%	-1.1%
O=C(Cc1cccs1)N1CCN(c2ccc(F)cc2)CC1	-5%	0%	3%	3%	2%	-1%	14%[46.1 µM]	3.5%
CC(=O)Cc1nsc(NC(=O)c2ccc(F)cc2)n1	-1%	-3%	-3%	10%	-9%	2%	-13%	1.8%
CC1C(=O)C(C)C(c2ccc([N+](=O)[O-])cc2)NC1c1ccc([N+](=O)[O-])cc1 (stereo unspecified)	?	-18%	29%	5%	-6%	1%	-43%	1.1%
COc1ccc(CCC(=O)Nc2ccccc2C(F)(F)F)cc1	3%	-2%	3%	5%	-3%	1%	2%	-0.9%
O=C(NCc1ccco1)c1cc(-c2cccnc2)nc2ccc(Cl)cc12	-2%	29%	31%[38.3 µM]	6%	?	-1%	-1%[46.1 µM]	0.0%
COc1ccc(Cn2nnnc2C(c2ccc(C)cc2)N2CCN(C3CCCC3)CC2)cc1 (stereo unspecified)	13%	-10%	10%[38.3 µM]	4%	3%	10%	?	-3.3%

Compound activity deposited in PubChem by National Center for Advancing Translational Sciences (NCATS).
